HEK293 viab = reduces viability of HEK-293 SNCA reporter cells; HEK-293-SNCA-luc viability, GF-AFC fluorescence, 24 h; Potency, µM (doses to about 57.1 µM), without a hit: top-dose activity change, negative = cytotoxicity, most hits filed as cytotoxic; 0.12% of 150,000 active;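 note: potency is the fitted concentration of half-maximal effect; 0% = DMSO-treated cells and -100% = medium-only wells without cells; nearly all actives have a fitted effect of over 30% in size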
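HEK-293-SNCA-luc cells (1500/well) plated 24 h, then exposed 24 h to a dilution series; GF-AFC added 30 min at 37C, fluorescence 405/540 nm; normalised to medium-only and DMSO wells, Hill fit.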
GPT2 inh = GPT2 alanine aminotransferase inhibition. Q8TD30. Recombinant GPT2, coupled pyruvate oxidase/HRP Amplex Red fluorescence. Potency, µM (titrated, usually from 57.7 µM), for inactives: at the highest dose activity change, negative = inhibition, hits mostly inhibitors. 0.25% of 100,000 active; note: potency is the fitted concentration of half-maximal effect; nearly all actives have a fitted effect of over 60% in size; many of its hits are not listed in these tables
Target sequence (Q8TD30 whole entry, looked up): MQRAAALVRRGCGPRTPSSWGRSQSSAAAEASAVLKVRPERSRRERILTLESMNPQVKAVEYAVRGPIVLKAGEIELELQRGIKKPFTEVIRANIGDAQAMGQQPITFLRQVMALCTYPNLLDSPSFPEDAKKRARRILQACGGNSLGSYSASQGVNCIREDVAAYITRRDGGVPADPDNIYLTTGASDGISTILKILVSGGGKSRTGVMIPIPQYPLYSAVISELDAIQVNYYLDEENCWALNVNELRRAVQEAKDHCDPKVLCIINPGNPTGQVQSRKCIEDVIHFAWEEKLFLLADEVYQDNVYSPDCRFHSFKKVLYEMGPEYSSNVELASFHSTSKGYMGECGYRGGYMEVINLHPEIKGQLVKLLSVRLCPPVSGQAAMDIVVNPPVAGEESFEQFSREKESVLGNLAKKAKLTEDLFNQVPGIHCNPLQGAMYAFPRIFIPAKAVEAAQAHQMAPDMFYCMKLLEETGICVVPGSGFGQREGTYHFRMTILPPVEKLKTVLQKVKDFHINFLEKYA
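GPT2 10ng/uL, a-KG 250uM, L-Ala 2mM, HEPES pH7.5 + 0.0001% Tween; 30 min RT. Then Amplex mix (PO/HRP/ThPP), 30 min RT dark, fluorescence. AOA 50uM used as positive control.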
SNCA expr inhib = reduces expression of the alpha-synuclein gene; AID 1671194; Potency, µM (doses to about 57.2 µM), for inactives: at the top dose activity change, negative = inhibition, hits mostly inhibitors; 0.17% of 140,000 active; HEK-293 SNCA-luciferase knock-in, luminescence, 24 h;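 note: potency is the fitted concentration of half-maximal effect; plate controls were DMSO cells for no effect and cell-free wells for full effect; nearly all actives have a fitted effect of over 45% in size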
Luciferase inh = blocks purified firefly luciferase enzyme activity; purified P. pyralis luciferase, luminescence, biochemical; 2.5% of 76,000 active; AID 1347043; Potency, µM (series often up to 115 µM), without a hit: top-dose activity change, negative = inhibition, actives largely listed as inhibitors; note: potency is the fitted concentration of half-maximal effect; nearly all actives have a fitted effect of over 65% in size
Target sequence (P08659 whole entry, looked up): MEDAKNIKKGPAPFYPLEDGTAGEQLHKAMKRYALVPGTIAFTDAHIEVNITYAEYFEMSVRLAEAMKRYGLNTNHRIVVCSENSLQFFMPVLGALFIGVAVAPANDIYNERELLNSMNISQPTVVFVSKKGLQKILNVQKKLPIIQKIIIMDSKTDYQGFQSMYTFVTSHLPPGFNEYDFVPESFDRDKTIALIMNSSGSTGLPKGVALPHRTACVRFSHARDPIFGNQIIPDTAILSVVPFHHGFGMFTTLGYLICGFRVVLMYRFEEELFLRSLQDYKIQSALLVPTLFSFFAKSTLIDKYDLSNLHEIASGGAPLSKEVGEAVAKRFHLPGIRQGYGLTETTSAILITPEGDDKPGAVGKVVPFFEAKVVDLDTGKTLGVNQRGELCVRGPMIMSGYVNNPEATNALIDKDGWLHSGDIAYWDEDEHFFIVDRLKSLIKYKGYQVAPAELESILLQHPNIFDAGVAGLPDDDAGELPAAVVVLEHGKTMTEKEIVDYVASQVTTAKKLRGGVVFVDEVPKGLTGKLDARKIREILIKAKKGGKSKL
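Purified P. pyralis luciferase (10nM final) in 50mM Tris acetate pH 7.5, 10mM Mg acetate, 0.01% Tween-20, 0.05% BSA with 10uM D-luciferin and 10uM ATP. Compounds titrated qHTS. Luminescence imaged on CCD.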
HEK293 tox = kills HEK 293 cells | HEK 293 viability, ATP luminescence (CellTiter-Glo), 48-72 h | 6.6% of 94,000 active | Potency, µM (highest dose often 115 µM), without a hit: at the top dose activity change, negative = cytotoxicity, actives largely listed as inhibitors | AID 1345083; note: potency is the fitted concentration of half-maximal effect; nearly all actives have a fitted effect of over 60% in size
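HEK 293 seeded at 250 cells/well receive compound via pintool. After 48 or 72 hr at 37 degree Celsius, 5% CO2 and 95% humidity, CellTiter-Glo is dispensed and luminescence read following 10 min at room temperature.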
IP6K1 inhibitor = IP6K1 kinase inhibition; Q92551; activity change, % (series mostly up to about 58 µM); IP6K1 kinase, ADP-Glo luminescence, 2 h; hits give low values; 0.81% of 140,000 active; in the data active = activity change below about -25%
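ADP-Glo luminescence measures ADP made by human IP6K1 during a 2 h RT reaction with ATP/IP6 (mix at 1.3 mM/130 uM); top library doses 57.5 and 19.1 uM final.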
NIH3T3 tox = kills NIH 3T3 cells | NIH 3T3 viability, CellTiter-Glo ATP luminescence, 48-72 h | Potency, µM (doses to about 96.7 µM), for inactives: top-dose activity change, negative = cytotoxicity, usual class: inhibitors | 4.3% of 94,000 active; note: potency is the fitted concentration of half-maximal effect; nearly all actives have a fitted effect of over 55% in size
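First NIH 3T3 cells are plated at 400 cells/well; next compound is pinned in; then plates incubate 48 or 72 hr at 37 °C; finally CellTiter-Glo is added and luminescence read after 10 min.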
* hit, by the source's call; i = inactive; ? = inconclusive; . = no result given; & = joins results of further samples; [ ] = dose if it differs, or a comment. Unless noted, calls come from the whole dose curve; as a rule, active = well fitted curve in the direction sought with a large enough effect; inconclusive = small, poorly fitted or top-dose-only effect, or another doubt; inactive = no such curve, though single readings can be large; an effect the other way counts as inactive or inconclusive. Unless noted, % is set by controls: 0 for no effect and ±100 for the full control effect.

#	smiles	HEK293 viab	GPT2 inh	SNCA expr inhib	Luciferase inh	HEK293 tox	IP6K1 inhibitor	NIH3T3 tox
1	Cn1c(CO[C@H]2CN(C(=O)c3ccno3)C[C@H]2F)nc2ccccc21	3.1%[87.6 µM]	i	8.0%[87.6 µM]	1.2%[172 µM]	4.2%[172 µM]	-11.5	1.0%[138 µM]
2	O=C(c1ccccn1)N1CCCN(c2cc(-c3ccc(Cl)cc3)[nH]n2)CC1	8.2%	?	11.3%	-4.1%	?	14.4	-28.1%
3	CN1N=C(N)c2cn([C@@H]3O[C@H](COP(=O)(O)O)[C@@H](O)[C@@H]3O)c3ncnc1c23	?	13.7µM*	?	.	.	.	.
4	Cc1nn(-c2ccccc2)c2c1C(C)N(C1CCCN(C(=O)c3ccccc3F)C1)C2=O (configuration not stated)	.	.	.	.	?	4.7	?
5	Cc1cccc(C(=O)N2CCC(OC3CCN(Cc4ccccc4)CC3)CC2)c1	-20.7%	1.2%	?	-1.5%	?	-4.8	?
6	O=C(Cc1ccsc1)NCC1CCCCC(=O)N1 (configuration not stated)	2.2%	i	0.5%	5.7%	0.6%	-10.1	i
7	CCOC(=O)c1cc(-c2ccccc2)n(CCC(=O)Nc2ccc(C(F)(F)F)cc2)c1C	?	.	?	.	.	8.2	.
8	COCC(=O)N(C1CCOCC1)C1CCN(C(=O)c2ccc(C)c(C)c2)CC1	10.1%	-3.6%	?	-6.3%	?	1.9	i
9	Cc1ncncc1C(=O)N1CC[C@@](O)(C2CCOCC2)[C@H](C)C1	-7.5%	i	42.0%[activator]	-2.8%	1.6%	10.7	i
10	COc1ccc(-c2ccc3ncc(Nc4ccc(CCO)cc4)n3n2)cn1	-6.6%[87.6 µM]	i	3.8%[87.6 µM]	4.2%[172 µM]	?	-23.5	?
11	CCOc1ccc2nc(N(Cc3cccnc3)C(=O)c3ccc4c(c3)OCCO4)sc2c1	-5.1%	.	90.0%[activator]	.	.	25.3	.
12	CC(C)c1ccc(C2NC(=O)c3n[nH]c(-c4cccs4)c32)cc1 (configuration not stated)	?	.	?	.	.	-17.6	.
13	O=C(NC1CCN(c2ccnc3ccnn23)C1)C1CCCC1 (configuration not stated)	5.6%[87.6 µM]	-7.7%[88.5 µM]	-4.4%[87.6 µM]	.	?	9.7	?
14	CCCC1(CO)CCCN(C(=O)c2ccc(C)c(N3CCNC3=O)c2)C1 (configuration not stated)	-12.3%	4.5%	-15.9%	10.6%	i	-7.7	i
15	COc1ccc(NC(=O)c2cc(-c3ccc[nH]3)n[nH]2)cc1F	-2.2%	i	1.0%	15.8µM*	5.1%	13.2	1.5%
16	Cc1nn(C)c2c1c(C(F)(F)F)cc(=O)n2CC(=O)N1CCN(c2ccccc2F)CC1	11.4%	.	5.6%	.	.	-3.4	.
17	O=C(COc1ccc(F)cc1)NCc1ccc2c(c1)CCN2C(=O)c1ccccc1	3.8%	.	22.1%	.	.	-0.2	.
18	O=C(NC1CCCCCC1)C1CN(c2ccnc3ccnn23)C1	0.3%[87.6 µM]	?	-3.3%[87.6 µM]	.	?	2.0	?
19	Cc1oc(C2CCN(C(=O)CCc3cc(Cl)no3)CC2)nc1C(=O)N1CCOCC1	-3.8%	i	17.3%	.	3.2%	12.2	-4.3%
20	COc1c2c(nc3occc13)C(CC=C(C)C)(OC)C(O)CC2 (configuration not stated)	3.0%	?	.	.	.	15.6	.

(cont.)
#	smiles	HEK293 viab	GPT2 inh	SNCA expr inhib	Luciferase inh	HEK293 tox	IP6K1 inhibitor	NIH3T3 tox
21	CC(=O)NC1CC2(CCN(C(=O)CCC(=O)O)CC2)c2ccccc21 (configuration not stated)	-6.9%	-9.5%	-28.3%	.	i	2.4	2.4%
22	COC[C@H]1NC(=O)CC[C@H]1C(=O)N1CCN(c2ccccc2F)CC1	7.1%	i	-2.6%	-3.9%	i	8.9	-7.2%
23	Cc1nnc([C@H]2CCN(Cc3ccccc3)C2)o1	1.9%[87.6 µM]	2.0%[88.5 µM]	-6.7%[87.6 µM]	-4.1%[230 µM]	-5.8%[230 µM]	-1.5	i
24	COCCC1(NS(C)(=O)=O)CCN(C(=O)c2ccc(OC)nc2)CC1	3.1%	-8.0%	-1.1%	4.5%	i	-4.0	i
25	Cc1ccc(NC(=O)c2ccc3oc(-c4ccncc4)nc3c2)cc1	9.1%[87.6 µM]	-3.7%[88.5 µM]	5.4%[87.6 µM]	.	?	2.5	-13.9%[138 µM]
26	O=C(CSC1=Nc2ccccc2C2=NC(Cc3ccccc3)C(=O)N12)Nc1cccc(Cl)c1 (configuration not stated)	?	.	?	.	.	-7.4	.
27	CCOc1ccc(CN2CCNC(=O)C2CC(=O)N2CCCCCC2)cc1 (configuration not stated)	7.0%	2.5%	22.5%	4.4%	-11.0%	8.4	-20.6%
28	COc1ccc(CCNC(=O)c2ccc3oc(-c4ccnc(Cl)c4)nc3c2)cc1	1.9%[12.5 µM]	4.6%	?	.	-15.3%	17.7	-31.5%
29	O=C1CC2(CCN(Cc3ccc(C(F)(F)F)cc3)CC2)Oc2ccccc2N1	-15.1%	i	-20.2%	1.6%	44.7µM*	9.2	?
30	Cn1c(=O)c2cc(C(=O)NCCCN3CCN(c4ccc(F)cc4)CC3)sc2c2ccccc21	13.7%	.	16.0%	.	.	-13.4	.
31	Cc1ccc(CNC(=O)Cn2c(=O)cc(-c3ccccc3)c3c(C)nn(C)c32)cc1	-6.5%	.	29.0%	.	.	-3.2	.
32	CCN(C(=O)Cn1c(SCc2ccccc2F)nc2cccnc21)c1ccccc1	-3.2%	.	70.3%[activator]	.	.	-6.1	.
33	CC(=O)N1CCC(NC[C@H]2Cn3c(-c4ccc5c(c4)OCCO5)cnc3CO2)CC1	-0.8%[87.6 µM]	-8.6%[88.5 µM]	1.6%[87.6 µM]	4.5%[172 µM]	0.2%[172 µM]	9.1	i
34	Cn1cc(C(=O)N2CCN(c3cccc(Cl)c3)CC2)c(=O)c2cc(S(=O)(=O)N3CCCC3)ccc21	2.7%	.	-4.4%	.	.	14.7	.
35	COc1ccccc1Nc1ccnc(N2CCC(NC(=O)c3cccc(Cl)c3)CC2)n1	-0.3%	-1.2%	-13.7%	.	?	-4.0	?
36	CCNC(=O)O[C@H]1C(=O)N(C)C2(CCN(C(=O)Cc3cccs3)CC2)[C@@H]1C(=O)OCC	.	.	.	.	-7.1%	-11.0	?
37	Fc1ccc(CN2CCn3c(nnc3-c3ccccc3)C2)cc1	-28.7%[87.6 µM]	-0.3%[88.5 µM]	12.0%[87.6 µM]	-4.4%[172 µM]	?	10.7	?
38	Cc1nc(Nc2ncc(C(=O)Nc3c(C)cccc3Cl)s2)cc(N2CCN(CCO)CC2)n1	-14.8%	i	-39.3%[25.6 µM]	.	.	-9.8&8.1	.
39	CN(Cc1ccsc1)C1CCc2ccccc21 (configuration not stated)	0.0%[87.6 µM]	0.0%[88.5 µM]	34.5%[activator][87.6 µM]	5.8%[172 µM]	-22.0%[172 µM]	2.8	2.0%[138 µM]
40	Oc1ccc(C(O)CNCCCCCCNCC(O)c2ccc(O)c(O)c2)cc1O (configuration not stated)	-1.9%[23.9 µM]	-20.3%	-21.3%[25.6 µM]	.	.	27.4	.

A draw from above in order of length of the SMILES, low to high:
#	smiles	HEK293 viab	GPT2 inh	SNCA expr inhib	Luciferase inh	HEK293 tox	IP6K1 inhibitor	NIH3T3 tox
23	Cc1nnc([C@H]2CCN(Cc3ccccc3)C2)o1	1.9%[87.6 µM]	2.0%[88.5 µM]	-6.7%[87.6 µM]	-4.1%[230 µM]	-5.8%[230 µM]	-1.5	i
37	Fc1ccc(CN2CCn3c(nnc3-c3ccccc3)C2)cc1	-28.7%[87.6 µM]	-0.3%[88.5 µM]	12.0%[87.6 µM]	-4.4%[172 µM]	?	10.7	?
25	Cc1ccc(NC(=O)c2ccc3oc(-c4ccncc4)nc3c2)cc1	9.1%[87.6 µM]	-3.7%[88.5 µM]	5.4%[87.6 µM]	.	?	2.5	-13.9%[138 µM]
40	Oc1ccc(C(O)CNCCCCCCNCC(O)c2ccc(O)c(O)c2)cc1O (configuration not stated)	-1.9%[23.9 µM]	-20.3%	-21.3%[25.6 µM]	.	.	27.4	.
29	O=C1CC2(CCN(Cc3ccc(C(F)(F)F)cc3)CC2)Oc2ccccc2N1	-15.1%	i	-20.2%	1.6%	44.7µM*	9.2	?
28	COc1ccc(CCNC(=O)c2ccc3oc(-c4ccnc(Cl)c4)nc3c2)cc1	1.9%[12.5 µM]	4.6%	?	.	-15.3%	17.7	-31.5%
31	Cc1ccc(CNC(=O)Cn2c(=O)cc(-c3ccccc3)c3c(C)nn(C)c32)cc1	-6.5%	.	29.0%	.	.	-3.2	.
33	CC(=O)N1CCC(NC[C@H]2Cn3c(-c4ccc5c(c4)OCCO5)cnc3CO2)CC1	-0.8%[87.6 µM]	-8.6%[88.5 µM]	1.6%[87.6 µM]	4.5%[172 µM]	0.2%[172 µM]	9.1	i
38	Cc1nc(Nc2ncc(C(=O)Nc3c(C)cccc3Cl)s2)cc(N2CCN(CCO)CC2)n1	-14.8%	i	-39.3%[25.6 µM]	.	.	-9.8&8.1	.
30	Cn1c(=O)c2cc(C(=O)NCCCN3CCN(c4ccc(F)cc4)CC3)sc2c2ccccc21	13.7%	.	16.0%	.	.	-13.4	.
36	CCNC(=O)O[C@H]1C(=O)N(C)C2(CCN(C(=O)Cc3cccs3)CC2)[C@@H]1C(=O)OCC	.	.	.	.	-7.1%	-11.0	?
34	Cn1cc(C(=O)N2CCN(c3cccc(Cl)c3)CC2)c(=O)c2cc(S(=O)(=O)N3CCCC3)ccc21	2.7%	.	-4.4%	.	.	14.7	.

(cont.)
#	smiles	HEK293 viab	GPT2 inh	SNCA expr inhib	Luciferase inh	HEK293 tox	IP6K1 inhibitor	NIH3T3 tox
41	COc1ccc(Cl)cc1NC(=O)CSc1nc2c([nH]c3ccccc32)c(=O)n1-c1ccccc1	-7.8%	.	-14.8%	.	.	13.9	.
42	Cc1nn(-c2ccccc2)c2c1C(C)N(CC1CN([S+](=O)([O-])c3c(C)noc3C)C1)C2=O (configuration not stated)	.	.	.	.	?	12.1	-11.5%
43	O=C(NCc1ccc(F)cc1)c1nc(-c2cccnc2)c2cnccn12	3.1%[87.6 µM]	-2.0%[88.5 µM]	-8.5%[87.6 µM]	-4.2%[172 µM]	?	0.0	?
44	Cc1ccc(-n2ncc3c(N4CCCCCC4)ncnc32)cc1C	-1.6%	.	?	.	.	0.1	.
45	COc1ccc(C(=O)N2CCC3(CC2)OC(=O)N(Cc2cccnc2)C3(C)c2ccccc2)cn1 (configuration not stated)	6.0%	1.9%	7.8%	-6.2%	i	2.7	39.8µM*
46	CCC(=O)Nc1ccc(C2(C(=O)N3CCN(c4ccccn4)CC3)CCCCC2)cc1	-8.2%	-42.6%	1.7%	-7.6%	?	10.9	-13.8%
47	COc1ccc(NC(=O)c2cc3c(N4CCCC4)nc(C)cn3n2)c(OC)c1	-1.4%	i	29.0%	-5.0%	-6.8%	0.8	i

Screening data (PubChem BioAssay)
